# Source: PubChem (National Center for Advancing Translational Sciences (NCATS))
# Shiga toxin inh – A qHTS for Small Molecule Inhibitors of Shiga Toxin; AID 2315, 2010; 290,000 compounds, 9.2% hits; Vero cells, Shiga toxin protein synthesis inhibition reporter; inhibition, % at 38.7 µM; in the data active = inhibition mostly above about 28%, no sharp cut-off; inactive = mostly below about 43%; note: 0% is about no effect
# Pf growth 96h – Primary qHTS for delayed death inhibitors of the malarial parasite plastid, 96 hour incubation; 320,000 compounds, 6.9% hits; AID 504834, 2011; Potency, µM (highest dose often 28.7 µM), for inactives: at the top dose activity change, negative = inhibition, hits mostly inhibitors; P. falciparum luciferase reporter growth, 96 h; note: potency is the fitted concentration of half-maximal effect; % is set by controls: 0 for no effect and ±100 for the full control effect
#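 Cell-based qHTS: luciferase-tagged P. falciparum in erythrocytes (2% hematocrit, 0.05% parasitemia final) incubated with compounds for 96 hours, 37 C, 5% CO2; luciferase detection reagent then added and luminescence measured.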
# HCV inhibitor – qHTS Assay for Inhibitors of Hepatitis C Virus (HCV). Huh7.5.1 HCVcc-Cre infection, luciferase reporter, 44 h. Potency, µM (highest dose often 41.8 µM), for the others: top-dose activity change, negative = inhibition, most hits filed as inhibitors. 340,000 compounds, 3.4% hits. AID 651820, 2012; note: potency is the fitted concentration of half-maximal effect; % is set by controls: 0 for no effect and ±100 for the full control effect
#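 After 44 h co-culture of compound, cells and HCVcc-Cre (~0.5 moi), substrate is added for 15 min at room temperature and luciferase measured over 15 sec. Cells were seeded at 1,000/well and pre-cultured 4 h.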
# Giardia FBPA inh – qHTS Assay for Inhibitors of Fructose-1,6-bisphosphate Aldolase from Giardia Lamblia. A8B2U2. purified Giardia FBPA. Potency, µM (titrated, usually from 59.6 µM), for the others: top-dose activity, negative = inhibition, actives largely listed as inhibitors. 290,000 compounds, 0.71% hits. AID 2451, 2010; note: potency is the fitted concentration of half-maximal effect; % is set by controls: 0 for no effect and ±100 for the full control effect; nearly all actives have a fitted effect of over 55% in size
# Target sequence (A8B2U2 whole entry, looked up): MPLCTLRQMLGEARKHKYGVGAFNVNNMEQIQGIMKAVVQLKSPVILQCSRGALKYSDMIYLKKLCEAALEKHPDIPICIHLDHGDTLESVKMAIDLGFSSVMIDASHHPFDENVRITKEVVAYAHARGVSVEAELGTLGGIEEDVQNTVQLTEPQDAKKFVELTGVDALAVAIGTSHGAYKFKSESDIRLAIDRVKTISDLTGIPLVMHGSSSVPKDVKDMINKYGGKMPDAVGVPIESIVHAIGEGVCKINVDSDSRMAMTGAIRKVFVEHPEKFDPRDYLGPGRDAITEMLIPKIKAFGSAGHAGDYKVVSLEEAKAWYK
#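 Giardia FBPA (40 nM reagent) was preincubated 10 min at RT with compound (up to 57.5 uM final), then substrate plus GAPDH/TPI/NAD/arsenate coupling system with diaphorase/resazurin was added; resorufin fluorescence (525/598 nm) was read after 20 min.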
# Pf growth 48h – Primary qHTS for delayed death inhibitors of the malarial parasite plastid, 48 hour incubation | P. falciparum luciferase growth in erythrocytes, 48 h | Potency, µM (doses to about 28.7 µM), inactives show top-dose activity change, negative = inhibition, most hits filed as inhibitors | 310,000 compounds, 5.9% hits | AID 504832, 2011; note: potency is the fitted concentration of half-maximal effect; % is set by controls: 0 for no effect and ±100 for the full control effect
#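 First compound was added to culture medium, then infected red cells at 0.1% parasitemia and 2% hematocrit (final). After incubation at 37 C under 5% CO2, luciferase detection reagent was dispensed and light output recorded.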
# CHX counter – Cycloheximide Counterscreen for Small Molecule Inhibitors of Shiga Toxin. cell reporter, cycloheximide protein synthesis inhibition counterscreen. max response, %. 300,000 compounds, 12% hits; in the data active = max response mostly above about 13%, no sharp cut-off; inactive = mostly below about 14%; note: read at 38.3 µM for the half of the compounds with a filed dose; 0% is about no effect
# The depositor's hits bear a star; ? = inconclusive; nt = not tested or not shown; [ ] = dose if it differs, or a comment. Unless noted, calls come from the whole dose curve; as a rule, active = well fitted curve in the direction sought with a large enough effect; inconclusive = small, poorly fitted or top-dose-only effect, or another doubt; inactive = no such curve, though single readings can be large; an effect the other way counts as inactive or inconclusive.
SMILES,Shiga toxin inh,Pf growth 96h,HCV inhibitor,Giardia FBPA inh,Pf growth 48h,CHX counter
Cc1cc(C)cc(C(=O)NCc2ccc3c(c2)OCO3)c1,3.4,107.8%[activator],-5.5%,8.8%,18.8%,-2.0
COc1ccc(Cl)cc1NC(=O)C1CCCN(S(=O)(=O)c2cccc3nonc23)C1 (stereo not drawn),2.7,nt,-0.9%,0.7%,?,1.0
CCCCN(C(=O)CSCC(=O)Nc1ccc(C)cc1)c1c(N)n(CC(C)C)c(=O)[nH]c1=O,nt,-3.3%,2.2%,nt,?,nt
CCCN1CCc2[nH]c(=S)[nH]c(=O)c2C1,4.2,16.2%,34.7%[activator],?,-0.7%,7.3
CCCNC(=O)CN1C(=O)NC2(CCCc3cc(OC)ccc32)C1=O (stereo not drawn),-22.3,nt,9.6%,0.4%,4.3%,-1.0
Cc1cccc(N2CCN(C(=O)COCc3cc(-c4ccc5c(c4)OCO5)on3)CC2)c1C,-8.4,63.5%[activator],-3.1%,21.7%,63.3%[activator],13.7
C[C@@H]1O[C@@H](O[C@H]2[C@H](O)[C@@H](O)[C@H](Oc3c(-c4ccc(O)c(O)c4)oc4cc(O)cc(O)c4c3=O)O[C@@H]2CO)[C@H](O)[C@H](O)[C@H]1O,nt,22.2%,1.9%,nt,41.4%[activator],nt
NC(=O)CSc1nnc(COc2ccccc2)n1N,-5.0,15.1%,17.8%,10.2%,7.8%,1.7
COc1cc2c(cc1OC)C(c1cccc([N+](=O)[O-])c1)N(C(=O)CCC(=O)O)CC2 (stereo not drawn),2.0,1.5%,14.6%,10.2%,-10.8%,-3.0
CCCCCCC(C)n1[nH]c(=O)cc1N (stereo not drawn),-7.2,36.1%[activator],-1.2%,2.7%,28.8%,-1.9
CC(c1ccco1)N(C(=O)c1ccc(C(F)(F)F)cc1)c1ccccn1 (stereo not drawn),23.1,27.5%,6.2%,-0.2%,-1.2%,18.2
Cc1cccc(N(C(=O)CNC(=O)c2cccs2)C(C(=O)NC2CCCC2)c2ccncc2)c1 (stereo not drawn),-7.3,-15.3%,4.9%,-5.2%,5.0%,-4.4
Cc1ccc(NC(=O)c2ccco2)c(NC(=O)CN2C(=O)c3ccccc3C2=O)c1,-2.1,-0.4%,7.7%,1.3%,28.1%,0.9
CCOCCCNC(=O)c1ccc(C2SCC(=O)N2Cc2ccccc2)cc1 (stereo not drawn),nt,?,-15.9%,11.5%,13.8%,-1.7
COc1c(Br)cc2c(C)c(C(=O)O)oc2c1Br,-16.3,6.0%,-3.7%,16.3%,12.3%,-2.1
NC(=O)c1cc2c3ccccc3ccn2c1-c1ccccc1,94.0*,-58.0%,4.5%,?,-1.3%,52.0*
CCc1ccc(NC(=O)COc2coc(CN3CCc4ccccc4C3)cc2=O)cc1,nt,?,?,nt,9.28µM*,nt
Cc1ccc(S(=O)(=O)N2CCCCC2)c2nsnc12,24.0,14.0%,19.1%,2.4%,4.3%,10.0
CC(C)NC(=O)NNC(=O)c1cc(COc2cc(Cl)cc(Cl)c2)on1,3.6,18.0%,19.2%,2.9%,2.3%,-2.9
Cc1noc(NS(=O)(=O)c2ccc(NC(=O)CSc3nc4ccccc4s3)cc2)c1C,12.1,nt,22.4%,?,3.5%,5.9
O=C(NNS(=O)(=O)c1ccc(Cl)cc1)NC1CCCCC1,-7.9,54.7%[activator],7.0%,2.8%,16.7%,-2.2
C/C=C1\COC(C(=O)NCc2ccncc2)(C(F)(F)F)C=C1C=C1CCCCC1 (stereo not drawn),6.0,nt,?,1.4%,nt,9.1
CC(C)(O)C1Cc2cc(/C=C/C(=O)O)c(O)cc2O1 (stereo not drawn),-5.1,-3.5%,-8.0%,-27.1%,1.8%,-3.1
NC(=O)C1CCN(Cc2nc3cc(Cl)ccc3c(=O)[nH]2)CC1,-24.5,nt,7.0%,-18.4%,3.2%,-5.2
CCCC(=O)N1CCCC(C(=O)c2ccc(OC)c(OC)c2)C1 (stereo not drawn),12.1,0.0%,25.3%,10.8%,-6.4%,-2.9

# Random excerpt: two records from the list
SMILES,Shiga toxin inh,Pf growth 96h,HCV inhibitor,Giardia FBPA inh,Pf growth 48h,CHX counter
C/C=C1\COC(C(=O)NCc2ccncc2)(C(F)(F)F)C=C1C=C1CCCCC1 (stereo not drawn),6.0,nt,?,1.4%,nt,9.1
CC(c1ccco1)N(C(=O)c1ccc(C(F)(F)F)cc1)c1ccccn1 (stereo not drawn),23.1,27.5%,6.2%,-0.2%,-1.2%,18.2

# The results go on.
SMILES,Shiga toxin inh,Pf growth 96h,HCV inhibitor,Giardia FBPA inh,Pf growth 48h,CHX counter
CCn1c(=O)cc(OCC(=O)NCC2CCCO2)c2ccccc21 (stereo not drawn),-44.8,4.9%,14.8%,1.8%,nt,-4.3
CCS(=O)(=O)N1CCN(S(=O)(=O)c2ccccc2[N+](=O)[O-])CC1,3.3,17.4%,4.4%,5.3%,6.6%,-2.3
O=[N+]([O-])c1cccc(/C=N/NC2CCS(=O)(=O)C2)c1 (stereo not drawn),23.3,19.6%,15.1%,-2.0%,17.8%,2.9
CCOc1ccc(NC(=O)c2cc(SC)ccc2Cl)cc1,-5.1,25.5%,-18.1%,-4.5%,6.7%,0.5
CN1CCN(C(=S)c2ccc(-c3cc(Cl)ccc3Cl)o2)CC1,8.6,1.3%,?,0.4%,?,8.5
N#Cc1sc2nc3c(c(-c4ccco4)c2c1N)CCCC3,14.8,-23.9%,7.94µM*,-0.9%,6.2%,-2.5
Cc1ccc(C)c2[nH]c(=O)c(CN(CC3CCCO3)C(=O)NC3CCCCC3)cc12 (stereo not drawn),3.0,62.5%[activator],-4.7%,3.6%,-24.8%,-6.0
Cc1c(C(C)(C)O)[nH]c2ccc(C#N)cc12,7.2,107.6%[activator],?,18.5%,25.6%,6.8
CCS(=O)(=O)Nc1ccc(Cc2ccc(NS(=O)(=O)CC)cc2)cc1,-15.4,21.2%,-23.6%,1.5%,nt,-4.4
COc1ccccc1NC(=O)CS(=O)(=O)c1cn(CC(=O)N2CCCC2)c2ccccc12,10.5,-15.9%,15.1%,nt,-14.8%,2.5
CC(C)(C)NC(=O)c1nc2nc(-c3ccccc3)cc(C(F)(F)F)n2n1,7.3,?,-4.2%,-2.5%,-28.5%,1.0
COc1ccc(-c2cc3nc(-c4ccccc4)cc(N4CCC5(CC4)OCCO5)n3n2)cc1,-7.7,50.3%[activator],?,-3.4%,nt,-1.6
S=C(NCc1ccc(Cl)cc1)NN1CCOCC1,14.4,34.9%[activator],19.4%,1.4%,-3.7%,-2.1
CN1CCN(C(=O)CCC(=O)NCc2ccc(F)cc2)CC1,16.0,-28.5%,5.2%,-7.5%,-3.5%,-2.7
Cc1cccc(OCc2nnc(SCC(=O)Nc3ccc(C)c(Cl)c3)o2)c1,-12.8,41.6%[activator],7.6%,-9.1%,35.6%[activator],-2.8
O=C(N1CCOCC1)N1CCC(n2nnc3ccccc32)CC1,124.4,12.5%,9.1%,-14.0%,-2.1%,1.7
O=C(NCCc1ccccc1)C1CCN(Cc2cccc3ccccc23)CC1,-5.8,?,-26.4%,13.9%,14.3%,-3.9
O=S(=O)(c1ccc(Cl)cc1)N1CCCN(c2nc3ccc(Cl)cc3s2)CC1,-7.2,3.8%,15.1%,3.2%,-0.2%,-1.3
Cc1cccc(N2CCN(CC(O)COc3ccccc3Cl)CC2)c1 (stereo not drawn),-2.4,-22.3%,?,-3.3%,20.4%,-3.2
Cc1ccccc1-n1c(SCc2c(C)noc2C)nnc1-c1cccnc1,-16.1,?,-4.6%,-14.9%,?,-1.7
CC(OC(=O)c1ccccc1NCc1ccco1)C(=O)Nc1ncc(Cl)cc1Cl (stereo not drawn),32.6,?,?,3.0%,-15.5%,-4.1
COc1ccc(-n2c(=O)c(NC(=O)c3ccccc3)c3n(c2=S)CCCCC3)cc1,-4.4,-2.8%,6.2%,7.6%,36.4%[activator],-3.0
CCc1cccc(NC(=O)CCS(=O)(=O)c2ccc(Br)cc2)c1,-6.5,-3.6%,-5.1%,-8.3%,12.9%,7.1
CCC1CCCCN1C(=S)NCc1ccccc1 (stereo not drawn),-8.5,-2.9%,6.1%,2.0%,5.6%,-0.5
Cc1cccc([C@@H]2[C@@H]3C(=O)N(Cc4ccccc4)C(=O)[C@@H]3[C@]3(C)C(=O)N(c4ccc(C(F)(F)F)cc4)C(=O)N23)c1,-4.6,-35.6%,?,2.1%,?,-2.8

# Single records, as listed above. Order of screens: Shiga toxin inh | Pf growth 96h | HCV inhibitor | Giardia FBPA inh | Pf growth 48h | CHX counter
# CCS(=O)(=O)Nc1ccc(Cc2ccc(NS(=O)(=O)CC)cc2)cc1 in the list: -15.4 | 21.2% | -23.6% | 1.5% | nt | -4.4
# S=C(NCc1ccc(Cl)cc1)NN1CCOCC1 in the list: 14.4 | 34.9%[activator] | 19.4% | 1.4% | -3.7% | -2.1

# Next records
SMILES,Shiga toxin inh,Pf growth 96h,HCV inhibitor,Giardia FBPA inh,Pf growth 48h,CHX counter
COc1ccc(-c2cc(C(F)(F)F)nc(SCC(=O)NCc3cnn(C)c3C)n2)cc1OC,-4.1,-9.6%,20.2%,7.8%,-19.9%,-2.3
CCOCN(C(=O)Cn1c(C(C)O)nc2ccccc21)c1c(C)cccc1CC (stereo not drawn),-8.9,8.28µM*,6.4%,13.5%,?,-4.3
CCc1cccc(CC)c1NC(=S)NCc1ccc2c(c1)OCO2,-7.5,40.4%[activator],2.4%,3.7%,?,-1.7
CC(C)NS(=O)(=O)c1ccc(NC(=S)NC(=O)c2ccc(-c3ccccc3)cc2)cc1,-5.6,2.62µM*,?,-0.9%,6.57µM*,7.5
Cc1ccc(NC(=O)CNC(=O)Cn2cnc3sc(C)c(C)c3c2=O)cc1F,8.5,17.0%,-0.7%,nt,21.2%,-7.3
COc1ccc(CNC(=O)C(C)n2nc(C)c3c(C)n(-c4ccccc4)nc3c2=O)c(OC)c1 (stereo not drawn),-6.6,10.4µM*,-27.5%,nt,?,-7.8
COc1ccccc1NC(=O)CSc1nc(SC)ns1,15.8,6.2%,-3.1%,-11.5%,50.2%[activator],6.7
COc1ccc(NC(=O)CCc2c(C)nn(-c3ccc(N4CCOCC4)nn3)c2C)cc1,37.8,?,11.4%,-9.4%,-4.1%,19.5
COc1cccc(OCC(=O)N2CCC3(CC2)CC(=O)c2ccccc2O3)c1,nt,?,-25.4%,nt,?,nt
O=C(Cc1ccc(-n2c(=O)c3ccccc3n(CC(=O)Nc3ccc(F)cc3F)c2=O)cc1)NCc1ccco1,-5.4,?,1.9%,1.0%,-23.9%,1.7
O=[N+]([O-])c1ccc(S(=O)(=O)NCC(c2ccco2)N2CCc3ccccc3C2)cc1 (stereo not drawn),nt,2.2%,-0.7%,nt,0.1%,nt
CC(C)[C@H](NC(=O)C1CCN(S(=O)(=O)c2ccccc2)CC1)C(=O)NCc1ccccn1,-2.9,-25.8%,9.8%,nt,3.2%,-1.7
COc1cc(C)ccc1OCCCOc1ccccc1Br,110.2*,121.8%[activator],1.3%,4.3%,79.4%[activator],64.1*
Cc1cc(C)c(NC(=O)COC(=O)C2CCC(=O)N2)c(C)c1 (stereo not drawn),14.8,0.0%,6.2%,12.0%,9.7%,-3.0
Cc1ccc(-c2csc(NC(=O)CSc3nc(C)cc(=O)[nH]3)n2)cc1,28.1,?,-13.7%,-7.1%,nt,30.7*
CC(=O)Nc1ccc(OCC(O)CN2C(C)(C)CC(O)CC2(C)C)cc1 (stereo not drawn),-14.0,-19.0%,22.4%,1.2%,4.6%,-8.0
O=C(CCC(=O)N1CCN(c2ccc(O)cc2)CC1)c1ccc(Br)cc1,-4.6,9.28µM*,nt,3.5%,25.3%,-1.4
